# Source: PubChem BioAssay (several laboratories)
# KOR beta-arrestin-1 = kappa opioid receptor blockers – cell-based, luminescence, uHTS (AID 1778); KOR beta-arrestin recruitment, luminescence, antagonist mode; higher % means a stronger effect; one-dose inhibition, % at 10 µM; IC50 in µM for titrated hits; hit rate 0.091% among 290,000; also: strong numbers were not always called active
# KOR beta-arrestin-2 = KOR agonists, beta-arrestin recruitment, primary screen, cell-based, luminescence, uHTS (AID 1777); hit rate 0.02% among 280,000; KOR beta-arrestin recruitment, luminescence; higher % means a stronger effect; activation, % at 10 µM, or EC50 in µM where a hit was titrated; in the data active = activation above about 50%, passing the limit was not always enough; also: a part of the inactive calls stands beside numbers as strong as those of hits
# NOD1 NF-kB reporter = inhibition of NOD1-driven NF-kB reporter – cell-based, luminescence, uHTS, primary screen (AID 1578); NOD1-driven NF-kB luciferase reporter cells, luminescence; higher % means a stronger effect; inhibition, % at 4 µM; hits with a dose series show EC50 in µM; hit rate 1% among 290,000; in the data active = inhibition mostly above about 36%, no sharp cut-off; inactive = mostly below about 34%;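 also: HEK-293T reporter cells stimulated with the NOD1 agonist gamma-tri-DAP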
# Dynein transport = dynein cargo transport inhibition | 3617.4 mouse cells, GR-EGFP nuclear translocation imaging; test concentration mostly 20 µM; stimulated with dexamethasone, 1 µM; stronger effect = lower value | z-score, hits read low | hit rate 0.47% among 220,000;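 active = plate z-score of nuclear minus cytoplasmic receptor signal below a set negative limit, without overly bright fluorescence or cell loss, cut at about -3.5 in these data, passing the limit was not always enough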;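 also: z-score of nuclear minus cytoplasmic ring GR-EGFP intensity difference per well; some compounds called inactive have numbers as strong as hits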
#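 Buffer or medium: Induction medium lacking tetracycline, stripped serum | Also added: Dexamethasone agonist, 1.0 µM final, for 30 min | Timing: 48 h induction, 1 h compound, 30 min dex at 37 °C | Detection: Formaldehyde fixation, Hoechst nuclear stain, 10x automated fluorescence imaging | Measure: Nuclear versus cytoplasmic GR-EGFP signal, averaged per well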
# HEK293 NOD2/NF-kB = NOD2 signaling inhibitors, cell-based, luminescence, uHTS, HEK293 (AID 1566). HEK293 NOD2/NF-kB luciferase reporter, luminescence; higher % means a stronger effect. one-dose inhibition, % at 4 µM; EC50 in µM for titrated hits. hit rate 0.63% among 290,000; also: many of its hits are not listed in these tables
# P. falciparum M1AAP = P. falciparum M1AAP inhibitors, biochemical, fluorogenic H-Leu-NHMec substrate, 1536-well (AID 1445) | inhibition, % at 30 µM, or IC50 in µM where a hit was titrated | recombinant M1AAP, H-Leu-NHMec fluorogenic kinetic assay; higher % means a stronger effect | hit rate 0.42% among 220,000;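 active = primary inhibition above the hit cutoff, then over 50% inhibition at one or more dose response concentrations, cut at about 23% in these data, passing the limit was not always enough; inconclusive = conflicting primary data, or primary hits not chosen for dose response; inactive = low primary inhibition, or under 50% at every dose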;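 also: plate controls were DMSO full reaction for no effect and no enzyme background for full effect; strong numbers were not always called active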
# GPR55 activation = GPR55 agonists via beta-arrestin recruitment, primary screen, imaging, U2OS cells, beta-arrestin-GFP redistribution (AID 1961); one-dose activation, % at 10 µM; EC50 in µM for titrated hits; hit rate 0.048% among 290,000; U2OS GPR55 beta-arrestin-GFP redistribution imaging; higher % means a stronger effect;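 active = activation above 40% with more than 50 cells counted in the well; inconclusive = wells holding fewer than 50 cells, flagged as toxic or sparse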;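 also: U2OS osteosarcoma cells stably expressing GPR55 and beta-arrestin-GFP; plate controls were DMSO negative control for no effect and LPI positive control for full effect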
# AID2073 = disruptors of CaV2.2 binding to Mint1 – biochemical, HTRF (AID 2073). HTRF protein-protein interaction, Mint1-CaV2.2; higher % means a stronger effect. inhibition, % at 20 µM; hits with a dose series show IC50 in µM. hit rate 0.19% among 290,000; in the data active = inhibition mostly above about 51%, no sharp cut-off; inconclusive = no clear call, values can overlap the other calls; inactive = mostly below about 53%; also: some results filed as inactive read as strong as hits
# M17LAP inhibition = P. falciparum M17LAP inhibitors, primary screen, biochemical, fluorogenic H-Leu-NHMec substrate, 1536-well (AID 1619); recombinant M17LAP, H-Leu-NHMec fluorogenic kinetic assay; higher % means a stronger effect; inhibition, % at 30 µM, or IC50 in µM where a hit was titrated; hit rate 0.38% among 220,000;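 active = compound inhibiting the enzyme by more than half at any dose during confirmatory dose-response retesting; inconclusive = strong single-dose inhibitors picked by rank but not retested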;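 also: plate controls were full reaction with DMSO carrier for no effect and no enzyme background for full effect; strong numbers were not always called active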
# Dynein transport cytoplasmic EGFP = recorded beside Dynein transport, whose call it bears; z-score; measured here: cytoplasmic GR-EGFP intensity; stronger effect = higher value
# Dynein transport nuclear GR-EGFP = further read-out of Dynein transport, marked with its call; z-score; measured here: nuclear GR-EGFP intensity;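 lower value marks the stronger effect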
# Dynein transport cell count = recorded beside Dynein transport, whose call it bears; z-score; measured here: cell count per field
# Starred values were filed as active, the others as inactive; ? = inconclusive; / = no result given. Rule as the data show it, unless noted: active = inhibition above about 50%; inactive = the rest. A portion of the library; rates above refer to the full screens.
SMILES,KOR beta-arrestin-1,KOR beta-arrestin-2,NOD1 NF-kB reporter,Dynein transport,Dynein transport cytoplasmic EGFP,Dynein transport nuclear GR-EGFP,Dynein transport cell count,HEK293 NOD2/NF-kB,P. falciparum M1AAP,GPR55 activation,AID2073,M17LAP inhibition
Cc1ccc(N2C(=O)CC(NNC(=O)Cc3ccc(F)cc3)C2=O)cc1Cl (stereo not drawn),4%,-0.2%,0%,-0.29,-0.29,0.36,0.21,15%,-7%,0.0%,-6%,-11%
Brc1cc2c(cc1COc1ccc(-c3nn[nH]n3)cc1)OCO2,-50%,5.6%,12%,-0.65,-0.25,-0.52,0.91,13%,7%,0.3%,2%,45%
CSCC[C@H](NC(=O)C1CCN(C(=O)[C@H](Cc2ccccc2)NS(=O)(=O)c2ccc(C)cc2)CC1)C(=O)O,-7%,-4.3%,-2%,/,/,/,/,3%,/,-0.1%,6%,/
COc1ccccc1OCc1cc(C(=O)N(C)CCC2CCCCO2)no1 (stereo not drawn),39%,-8.2%,-43%,/,/,/,/,-50%,/,0.0%,3%,/
Cc1nnc2n(c1=O)C(CS(=O)(=O)c1ccccc1)CS2 (stereo not drawn),23%,6.1%,9%,0.077,-0.18,0.33,0.0077,0%,3%,-0.2%,-2%,4%
O=C(NNC(=O)C12CC3CC(CC(C3)C1)C2)c1cnccn1,27%,0.4%,-15%,2.8,-0.14,1,-1.7,10%,3%,-0.3%,-8%,1%
O=C(O)C1CCC(Cn2c(SCc3cc(=O)n4cc(Br)ccc4n3)nc3ccsc3c2=O)CC1 (stereo not drawn),27%,-3.8%,-16%,2.1,0.59,1.9,-0.042,7%,-12%,-0.1%,25%,2%
O=C(COC(=O)CCOc1ccccc1)Nc1ncc(Cl)cc1Cl,12%,0.1%,-45%,-0.76,-0.26,0.18,0.76,-7%,10%,-0.2%,-5%,-2%
O=C(OC1CCCCC1)c1ccc(NC(=O)C2CCCCC2)cc1,21%,-3.6%,-8%,-0.17,0.02,-0.0023,0.82,9%,-1%,-0.1%,-3%,-13%
COC(=O)c1ccc(C2/C(=C(\O)c3cccc(OC)c3)C(=O)C(=O)N2CCCN2CCOCC2)cc1 (stereo not drawn),21%,-1.2%,-25%,3.5,0.075,1.9,-1.8,-18%,0%,0.4%,3%,1%
COCc1cc(C)n(CC(=O)Nc2ccc3c(c2)OCO3)c(=O)c1C#N,-32%,-7.2%,-8%,/,/,/,/,18%,/,-0.1%,8%,/
CCn1cc(C(=O)Nc2ccc(-n3cnnn3)c(OC)c2)c(=O)c2ccc(C)nc21,-23%,7.2%,-25%,0.96,-0.21,0.84,-0.71,38%,-6%,0.2%,6%,3%
CCOC(=O)N1CCN(S(=O)(=O)c2cc(OCC(N)=O)c(C)cc2Cl)CC1,7%,-2.1%,-3%,-0.6,-0.15,-0.23,-0.061,-1%,-1%,-0.1%,12%,3%
O=C(COC(=O)C1CCN(C(=O)c2ccc(Cl)cc2)CC1)c1ccco1,18%,0.9%,14%,-1.3,-0.28,-0.48,0.68,8%,2%,0.0%,1%,-2%
CCCCS(=O)CC(O)COCC (stereo not drawn),-22%,-3.1%,2%,-0.026,-0.21,-0.037,1.3,-5%,-9%,0.1%,-3%,-4%
Cc1cccc(N2CCN(C(=O)Cc3ccc(-n4c(=O)[nH]c5ccsc5c4=O)cc3)CC2C)c1 (stereo not drawn),-1%,5.3%,-18%,0.58,-0.2,-0.11,-1.1,-10%,5%,0.0%,4%,7%
O=C(NCCc1csc(-c2cccnc2)n1)c1ccccc1,4%,-5.6%,-8%,-0.063,-0.17,-0.022,0.35,17%,-1%,-0.3%,-2%,4%
Cc1c(NC(=O)c2ccc(-c3ccccc3)cc2)cccc1C(=O)O,10%,0.3%,-11%,1.2,-0.11,0.61,-2.2,-178%,-5%,-0.2%,-2%,18%
CCOC(=O)c1cnc2c(cnn2C)c1NCCCn1ccnc1,2%,-5.4%,-14%,-1.1,-0.32,0.21,0.93,5%,9%,-0.2%,-3%,6%
Fc1ccc(CN2C3=NCCCN3c3ccccc32)cc1,3%,5.7%,-24%,-0.34,-0.22,-0.21,0.86,12%,1%,-0.1%,8%,16%
COc1ccccc1-c1nc(COc2ccc(Cl)cc2Cl)no1,19%,-0.2%,-11%,-0.51,-0.21,-0.21,0.53,-100%,1%,0.2%,2%,0%
Cc1cc(Nc2ccccc2C(=O)O)n(-c2ccc([N+](=O)[O-])cc2)n1,-3%,1.2%,-10%,0.57,-0.3,0.17,0.4,19%,6%,-0.3%,1%,-7%
CCC(=O)NC(Nc1sc2c(c1C(=O)OC)CCC2)C(Cl)(Cl)Cl (stereo not drawn),-22%,2.3%,-1%,0.18,-0.27,-0.34,-0.069,9%,20%,1.0%,38%,-1%
CCOc1ccc(-c2cc(C(=O)O)c3ccccc3n2)c(OCC)c1,36%,-5.0%,-46%,0.06,-0.16,-0.045,0.95,-36%,6%,0.2%,19%,27%
COc1ccc(OC)c(CN2CCC(Cc3ccccc3)CC2)c1,-2%,-2.9%,-20%,/,/,/,/,-16%,/,-0.2%,7%,/

# One compound at a time, as listed above. Order of values: KOR beta-arrestin-1 | KOR beta-arrestin-2 | NOD1 NF-kB reporter | Dynein transport | Dynein transport cytoplasmic EGFP | Dynein transport nuclear GR-EGFP | Dynein transport cell count | HEK293 NOD2/NF-kB | P. falciparum M1AAP | GPR55 activation | AID2073 | M17LAP inhibition
# `Cc1cc(Nc2ccccc2C(=O)O)n(-c2ccc([N+](=O)[O-])cc2)n1` as listed: -3% | 1.2% | -10% | 0.57 | -0.3 | 0.17 | 0.4 | 19% | 6% | -0.3% | 1% | -7%
# `Cc1nnc2n(c1=O)C(CS(=O)(=O)c1ccccc1)CS2` (stereo not drawn) as listed: 23% | 6.1% | 9% | 0.077 | -0.18 | 0.33 | 0.0077 | 0% | 3% | -0.2% | -2% | 4%

# The listing picks up, starting 3 compounds before the break.
SMILES,KOR beta-arrestin-1,KOR beta-arrestin-2,NOD1 NF-kB reporter,Dynein transport,Dynein transport cytoplasmic EGFP,Dynein transport nuclear GR-EGFP,Dynein transport cell count,HEK293 NOD2/NF-kB,P. falciparum M1AAP,GPR55 activation,AID2073,M17LAP inhibition
CCC(=O)NC(Nc1sc2c(c1C(=O)OC)CCC2)C(Cl)(Cl)Cl (stereo not drawn),-22%,2.3%,-1%,0.18,-0.27,-0.34,-0.069,9%,20%,1.0%,38%,-1%
CCOc1ccc(-c2cc(C(=O)O)c3ccccc3n2)c(OCC)c1,36%,-5.0%,-46%,0.06,-0.16,-0.045,0.95,-36%,6%,0.2%,19%,27%
COc1ccc(OC)c(CN2CCC(Cc3ccccc3)CC2)c1,-2%,-2.9%,-20%,/,/,/,/,-16%,/,-0.2%,7%,/
NC1=NC[C@@H](Cc2ccc(O)cc2)N1CCc1cccc2ccccc12,7%,0.5%,-6%,0.66,-0.74,0.46,-0.53,-12%,3%,-0.1%,5%,1%
NC(=O)C1CCN(C(=O)/C=C/c2cccc(Br)c2)CC1,-19%,-3.4%,-2%,1.1,-0.16,0.5,-1.6,15%,4%,-0.3%,15%,0%
Cc1c(Cl)cccc1NC(=O)CSc1nccn1C,-11%,-0.8%,-46%,/,/,/,/,12%,/,-0.2%,-1%,/
Cc1ccc(SC(C)C(=O)NCCC2=CCCCC2)cc1 (stereo not drawn),9%,3.4%,7%,0.2,-0.24,-0.034,0.19,-3%,0%,-0.1%,2%,-3%
O=C(Cn1nc(C(=O)O)c2ccccc2c1=O)c1cc(F)ccc1F,49%,-0.5%,-4%,0.14,-0.22,-0.024,-0.18,17%,-4%,-0.2%,0%,-2%
CCc1cccc(NC(=S)N(CCOC)C(C)c2ccco2)c1 (stereo not drawn),10%,-2.3%,-8%,0.56,-0.17,1.3,-0.81,9%,-1%,0.0%,3%,-5%
CN(C)C(=O)COC(=O)c1cccc(CN2C(=O)c3ccccc3C2=O)c1,2%,-2.5%,-30%,0.035,0.054,0.12,0.034,6%,3%,-0.5%,-1%,-6%
COc1ccc(CC(NC(C)=O)C(=O)NC2CCN(C(=O)c3ccc(Cl)cc3)CC2)cc1 (stereo not drawn),-47%,2.4%,16%,/,/,/,/,7%,/,-0.1%,1%,/
CCc1ccc(CCC(=O)Nc2nccs2)o1,-8%,-0.8%,7%,-0.47,-0.091,-0.097,0.47,7%,-5%,0.3%,3%,9%
COc1ccc(-c2noc(CSc3nnc(-c4ccccc4)n3C)n2)cc1,-35%,-3.5%,-17%,-0.37,-0.25,-0.12,0.56,5%,-1%,-0.1%,1%,4%
COCCCN(C(=O)Nc1cccc(Cl)c1)C(C)c1ccccn1 (stereo not drawn),16%,-0.9%,-27%,-0.34,-0.19,0.065,-0.45,8%,1%,-0.4%,1%,-6%
CCCCC(=O)N1CCCC(C)C1 (stereo not drawn),-14%,2.8%,5%,0.31,-0.18,0.057,-0.051,-14%,-3%,-0.1%,8%,-4%
O=C(Sc1ccccc1)c1cccc(Cn2cc(C(F)(F)F)ccc2=O)c1,15%,-2.1%,-5%,-3.9*,0.33*,-1.7*,0.14*,17%,-1%,0.5%,-16%,-8%
CCCCOc1ccccc1C1C(C(N)=O)=C(C)Nc2nnnn21 (stereo not drawn),14%,0.2%,-16%,1.6,-0.2,0.99,-0.66,10%,8%,0.3%,-13%,-3%
Cc1ccc(C(=O)CC2C(=O)N(c3ccccc3)C(=S)N2c2ccccc2)cc1 (stereo not drawn),25%,-2.5%,-4%,-0.037,-0.14,-0.29,-0.22,3%,4%,?,-11%,10%
O=C(c1cc(C2CC2)on1)N1CCN(C(c2ccccc2)c2ccccc2)CC1,45%,-0.9%,-1%,-1.2,-0.24,-0.4,0.45,16%,3%,-0.2%,-9%,14%
C(=N\n1cnnc1)/c1ccc(-c2ccccc2)cc1,2%,12%,-6%,-1.1,-0.16,-0.45,0.63,10%,0%,-0.3%,-10%,9%
